ALOX12 inh: ALOX12 (human) lipoxygenase inhibition; purified 12hLO, xylenol orange hydroperoxide absorbance; P18054; Potency, µM (doses to about 108 µM), for the others: at the top dose activity change, negative = inhibition, most hits filed as inhibitors; 580,000 compounds, 1.1% hits; AID 1671190; active = well fitted inhibition curve with a large enough effect; inconclusive = small, poorly fitted or top-dose-only effect, or another doubt; inactive = no such curve, though single readings can be large or run the other way
Target sequence (P18054 whole entry, looked up): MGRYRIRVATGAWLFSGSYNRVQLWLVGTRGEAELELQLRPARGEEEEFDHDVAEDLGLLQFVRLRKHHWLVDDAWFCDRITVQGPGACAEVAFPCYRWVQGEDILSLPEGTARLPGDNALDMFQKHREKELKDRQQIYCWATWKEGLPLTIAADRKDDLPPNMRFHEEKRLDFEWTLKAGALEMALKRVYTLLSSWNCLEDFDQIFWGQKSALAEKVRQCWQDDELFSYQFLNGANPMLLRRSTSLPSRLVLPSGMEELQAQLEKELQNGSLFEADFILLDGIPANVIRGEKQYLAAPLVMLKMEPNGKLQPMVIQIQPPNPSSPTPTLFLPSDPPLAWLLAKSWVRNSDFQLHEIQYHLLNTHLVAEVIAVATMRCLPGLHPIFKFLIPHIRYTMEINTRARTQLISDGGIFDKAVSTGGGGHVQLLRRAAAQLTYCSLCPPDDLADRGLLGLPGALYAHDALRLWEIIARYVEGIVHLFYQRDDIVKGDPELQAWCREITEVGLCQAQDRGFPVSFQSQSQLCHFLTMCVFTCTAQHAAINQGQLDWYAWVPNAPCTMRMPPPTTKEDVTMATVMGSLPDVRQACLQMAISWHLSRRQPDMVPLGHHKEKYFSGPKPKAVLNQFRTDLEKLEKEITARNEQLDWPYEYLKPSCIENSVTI
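Hydroperoxide product was detected by ferrous iron/xylenol orange as the 573 to 405 nm absorbance ratio. Arachidonic acid at 40 uM (final) was turned over for 30 min at room temperature by 150 nM human 12hLO, pH 7.0 Hepes buffer, after 15 min compound preincubation.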
* marks the source's active call; other numbers are inactive results; ? = inconclusive; [ ] = another dose, or the depositor's remark. % is scaled to controls: 0 for no effect and ±100 for the full control effect; potency is read from the fitted curve at half-maximal effect. A portion of the library, so the mix of outcomes need not match the whole.

SMILES	ALOX12 inh
CC(=O)N1c2ccccc2N=C(c2ccc(C(F)(F)F)cc2)C1C(=O)NC(C)C (configuration not stated)	0.5%
Cn1c(SCC(=O)Nc2cccc(C(=O)O)c2)nnc1-c1ccc(Cl)cc1	-13.8%
C=CCn1c(-n2nc(CC)cc2CC)nc2c1c(=O)[nH]c(=O)n2C	0.0%
O=C(CCn1ccn2nc3c(c2c1=O)CCCC3)Nc1cc(F)cc(F)c1	-6.0%
O=C(OCc1ccccc1F)c1cccc(S(=O)(=O)N2CCCCC2)c1	3.9%
C[C@@H](NS(C)(=O)=O)c1onc(-c2cccnc2)c1C(=O)O	56.2µM*
CN1CCOc2c(C(=O)NCCC(N)=O)cc(-c3ccccc3O)cc21	26.6%[176 µM]
CCCCCCn1nc(C(=O)Nc2nc(-c3ccc(NC(C)=O)cc3)cs2)c2ccccc2c1=O	-10.2%
COc1ccccc1Nc1nc2ccccc2nc1NS(=O)(=O)c1cccc2nsnc12	7.3%
COc1ccc(C(=O)N2CCCC3(C2)Nc2cccnc2NC3=NC2CCCC2)cn1 (configuration not stated)	34.0%
CCCN(CC1CCOC1)S(=O)(=O)c1ccc2c(c1)CCCC2 (configuration not stated)	42.2%[activator]
CCNC(=O)N1C[C@H]2OC(=O)N(Cc3ccc(OC)c(OC)c3)[C@H]2C1	31.3%[activator]
COc1ccc(CCN2C(=O)CCC2(C)C(=O)NCc2ccc(C)cc2)cc1OC (configuration not stated)	7.7%
CN1CCC(NCC2(COc3ccc(C(F)(F)F)cn3)C[C@@H](O)[C@@H](O)C2)CC1 (some centres not stated)	?
COCc1cc(C[C@@H]2CC[C@H](O)[C@@H](CNC(=O)Nc3ccc(OC)cc3)O2)no1	42.9%[activator][176 µM]
CCC(C)OC(=O)COc1ccc2c(=O)c(Oc3ccccc3Cl)coc2c1 (configuration not stated)	6.3%
COCc1noc([C@@H]2CN(C(=O)c3cc4ccccc4[nH]3)C[C@H]2C(N)=O)n1	60.2%[activator]
CCCCc1ncc(-c2c(-c3ccccc3)ncn2CCC2CCCN2C)[nH]1 (configuration not stated)	102.4%[activator]
CN(Cc1cccc(CCN)c1)Cc1cccc2ncccc12	?
Cc1cc(CC(C)NC(=O)Cc2c(C)[nH]c3ccccc23)n[nH]1 (configuration not stated)	4.6%
COc1ccccc1NC(=O)CSc1nc(=O)n(Cc2cccnc2)c2c1CCC2	-0.6%
COc1cc(/C=C2\CCC(C3CCCC3)C2=O)ccc1OCCC(C)C (configuration not stated)	-16.1%
CNC(=O)N1CCC(C2CCN(C(=O)c3ccc(F)cc3Cl)C2)CC1 (configuration not stated)	0.7%
CC(NC(=O)c1cc(-c2ccncc2)nc2ccccc12)c1ccco1 (configuration not stated)	?
CCOc1ccccc1-n1nnnc1SCc1nc2ccccc2[nH]1	-5.1%
CCOc1cccc(CN2CCC(n3cc(C(=O)N4CCCCC4)nn3)CC2)c1O	4.7%
COc1cc(OC)c(C(=O)Nc2ccc3nc(N4CCCC4)sc3c2)cc1OC	-0.1%
N#Cc1ccc(CN2C[C@@H](CO)[C@H](c3ccncc3)C2)cc1	43.5%[activator]
N#C/C(=C(/O)c1ccccc1)c1nc2ccccc2[nH]1	8.6%
CCOC(=O)C(C#N)c1nc2ccccc2nc1N1CCCC1 (configuration not stated)	?
COc1cccc(-c2noc(Nc3ccc4c(c3)OCO4)n2)c1	?
Fc1cc(F)cc(Cc2nc3nccc(-c4cc5ccccc5o4)n3n2)c1	34.1%[activator]
O=C(NC1CCCC1)N[C@@H]1C[C@H](Cn2cc(-c3cccnc3)nn2)[C@@H](O)[C@H]1O	1.5%
O=C(CN1C(=O)NC2(CCOCC2)C1=O)Nc1cc(F)cc(F)c1	24.9%
CCn1ccc(C(=O)N2CCCC(c3nc(-c4ccccc4)no3)CCNC(=O)CC2)n1 (configuration not stated)	47.0%[activator]
CC(C)n1c(N2CCN(C)CC2)nc2c1c(=O)[nH]c(=O)n2C	25.8%
NC(=O)NNC(=S)Nc1ccc(SC(F)F)cc1	?
O=C(Nc1cccc(OCc2ccc(F)cc2)c1)c1ccncc1	31.8%[activator]
CSCc1ccc(C(=O)N(CC2CCOC2)C2CC2)cc1 (configuration not stated)	9.8%
COc1ccccc1-c1[nH]nc2ncc(CN(C)Cc3ccccc3)nc12	68.3%[activator][176 µM]
COCCN1CCC(N2CCN(C(=O)c3ccc(F)cc3)CC2)C1=O (configuration not stated)	16.4%
Cc1nc(-c2cccc(Cl)c2)n(Cc2cc(=O)n3ccccc3n2)c(=O)c1CCO	?
O=C1NC[C@H](CCCCN2C[C@H](Cc3ccccc3)N(CCC3CCCCC3)C(=O)C2=O)N(Cc2ccccc2)C1=O	?
CCNC(=O)CNC(=O)Cn1c(C)cc2ccccc21	-15.9%
Cc1noc(C)c1-c1cnc2[nH]cc(CC(N)=O)c2c1	-19.2%[176 µM]
Cc1noc(C)c1S(=O)(=O)N1C[C@@H](Oc2cccnc2)C[C@H]1C(N)=O	46.8%[activator]
Cc1ccc2oc(C(=O)Nc3c(C)cccc3C)cc(=O)c2c1	-4.4%
Cn1c(=O)c2nc(SCCC(=O)O)n(Cc3ccc(F)cc3)c2n(C)c1=O	2.2%
O=C(c1ccc(N2CC3CC(C2)[C@H]2CCCC(=O)N2C3)nc1)N1CCN(c2ccc(F)cc2)CC1 (some centres not stated)	24.3%
COc1cccc(NC(=O)CN(C)C(=O)c2cccc(S(=O)(=O)N3CCc4ccccc43)c2)c1	?
O=C(c1ccccc1OCC1CCCN(Cc2cccs2)C1)N1CCCC1 (configuration not stated)	-2.3%
O=S(=O)(Cc1ccccc1F)CC(O)c1ccccc1 (configuration not stated)	1.2%
COc1cccc(S(=O)(=O)c2cc3ccc(OC)cc3oc2=O)c1	?
COc1ccc(OC)c(CN2CCN(C/C=C/c3ccccc3)CC2)c1	0.0%
COCCc1nncn1C1CCN(S(=O)(=O)c2ccc(C)c(F)c2)CC1	28.5%
CCN(CC)C(=O)c1cc2c(s1)CCC(C(=O)NCc1c(C)nn(C)c1C)C2 (configuration not stated)	?
CN1Cc2ncnc(N3CCN(c4ncccn4)CC3)c2CN(c2ccccc2)C1=O	14.8%
O=C1Nc2ccc(-c3ccccc3F)cc2C(=O)N2CCN(C(=O)c3cccs3)C[C@H]12	?
CN(C)Cc1cc(CC2(NCc3cc4ccccc4o3)COC2)no1	28.0%[176 µM]
CCn1ncc(N2CCC(NC(=O)c3ccccc3)CC2)cc1=O	52.6%[activator]

Additional compounds
SMILES	ALOX12 inh
COc1ccc2nc(-c3ccc4c(c3)OCO4)cc(C(=O)NCCN3CCOCC3)c2c1	39.8µM*
COc1cc(/C=C(/C#N)C(=O)c2ccccc2)ccc1OC(=O)c1ccc(F)cc1	?
Cc1cc(C)c(NC(=O)CSc2nc3c(c(=O)[nH]2)CCCC3)c(C)c1	-24.5%
C/C(=N\OC(=O)c1cc(-c2ccc(C)c(C)c2)nc2ccccc12)C(C)(C)C	-2.0%
C=CCNC(=S)NNC(=O)Nc1ccccc1	?
CSc1nc(C)c(CCC(=O)NC(C)c2ccc(F)c(F)c2)c(C)n1 (configuration not stated)	?
O=C(NCc1cccc(C(F)(F)F)c1)C1CCN(C(=O)/C=C/c2ccccc2)CC1	12.0%
Cc1ccc(C(=O)N(C)C2CCc3ccccc32)cc1 (configuration not stated)	3.6%[176 µM]
COc1ccc(CC(=O)N2Cc3ccccc3CC23CCCN(C(=O)CCCN)C3)cc1 (configuration not stated)	0.2%[6.33 µM]
Cc1noc(NC(=O)c2ccc(Br)o2)n1	?
COc1c(CNCc2nnc3n2CCCCC3)c(C(C)C)nn1C	32.6%
O=C1CCCC[C@@H](O)[C@H](O)C[C@H](c2ccccc2)O1	-11.9%
O=[N+]([O-])c1ccccc1NN=C1CCCC1	?
CN(Cc1cccnc1)C1CN(C(=O)C2CCCC2)C1	48.8%
O=C(CCc1ncc(-c2ccc(F)cc2)o1)N1CCN(c2ccc([N+](=O)[O-])cc2)CC1	28.1%
Cc1cnc(C(=O)N2CCCC(CCc3cccc(F)c3)C2)cn1 (configuration not stated)	26.0%
Cc1c(CC(=O)Nc2nc3ccccc3[nH]2)c(=O)oc2cc(O)ccc12	-0.5%
Cc1ccc2c(N)c(C)ccc2n1	37.3%[activator]
CCCN1C(=O)[C@H]2CC[C@@H]1CN(C(=O)c1nc(-c3ccccc3)[nH]c1C)C2	32.3%[activator]
CN(C)c1cccc(Oc2nnnn2[C@H]2CO[C@H]3[C@@H]2OC[C@@H]3NC(=O)Nc2ccc(Oc3ccccc3)cc2)c1	-1.1%
O=C(Cn1c(=O)oc2ccccc21)N1CCC2(CC1)NCCc1c2[nH]c2ccccc12	?
C#CCN(C[C@H]1[C@H](OC(=O)Nc2c(C)noc2C)[C@H](OC(=O)Nc2c(C)noc2C)CN(C(=O)OC(C)C)N1C(=O)OC(C)C)S(=O)(=O)c1ccc(C)cc1	?
O=S1(=O)N[C@H](Cc2ccccc2)COc2cc(N3CCC[C@H]3CO)ccc21	28.6%
COc1cccc(N2CC(C(=O)NCc3ccc(F)cc3)NC2=O)c1 (configuration not stated)	3.5%[176 µM]
O=C1Nc2ccccc2CC12CCCN(Cc1ccc(F)cc1)C2 (configuration not stated)	-2.2%[6.33 µM]
O=C(O)[C@]12CCCN[C@@H]1CCN(c1cc(N3CCOCC3)ncn1)C2	35.2%
NC(=O)N1CCCC(C(=O)NCc2ncc3c(n2)CCC3)C1 (configuration not stated)	-0.6%
COc1ccc(NC(=O)Cc2coc3cc(C)c(C)cc23)cc1Cl	?
C[C@@H](NC(=O)C1CCCCC1)c1onc(-c2ccc(Cl)cc2)c1C(=O)O	9.9%[176 µM]
CCn1c(-n2nc(C)c(C)c2C)nc2c1c(=O)n(Cc1c(F)cccc1Cl)c(=O)n2C	-18.7%
COC1CCC(C(=O)N2CCc3c(n(CCOc4ccccc4)n(-c4ccccc4)c3=O)C2)CC1 (configuration not stated)	-2.9%
Cn1c(=O)c2nc(Br)n(CCCC#N)c2n(C)c1=O	-3.0%
Cc1ccc(S(N)(=O)=O)cc1C(=O)N[C@H](c1cnn(C)c1)C1CC(O)C1 (some centres not stated)	13.3%
O=C(C1C2C(=O)N(C3CCCCCC3)C[C@@]23C=C[C@@H]1O3)N1C[C@@H]2[C@H](C1)[C@H]1CC[C@@H]2O1 (some centres not stated)	10.2%
COCC1CN(C(C)=O)CC12CCN(Cc1ccc(OC)c(C)c1)CC2 (configuration not stated)	35.6%
O=C(Cn1nc(-c2cccs2)c2ccccc2c1=O)NCCc1ccc(Cl)cc1	?
CC(C)(C)CN1CCOC[C@H]1c1ncc(-c2ccc(F)cc2F)[nH]1	39.5%[activator][176 µM]
C[C@@]12CO[C@@H](Cc3ccccc3)O[C@@H]1CC[C@]1(C)[C@@H]2CC[C@@H](O)[C@H]1CC(=O)N1CCCC1	14.6%
CCOC(=O)c1cc2cc(NC(=O)c3ccc4c(c3)NC(=O)CS4)ccc2s1	62.1%[activator]
CCc1ccc(NC(=O)N2CCN(Cc3ccc(Cl)s3)CC2)cc1	?
CC(NC(=O)CSc1nnnn1-c1ccc(O)cc1)c1ccc2c(c1)OCCO2 (configuration not stated)	-14.0%
O=C1NCCCCCCN(C(=O)COc2ccc(F)cc2)[C@H]2CCCC[C@@H]12	37.6%[activator]
CC1(COc2ccccc2)COc2ccc(C(=O)NC3CCC(O)CC3)cc2N1 (configuration not stated)	-7.2%[176 µM]
CC(NC(=O)CCc1ccsc1)C1CCCO1 (configuration not stated)	30.4%
O=C(NN=C1CCCCC1)c1ccncc1	1.4%
COc1ccc(NC(=O)N2CC[C@@]3(CCCNC3)C2)cc1	1.9%[57.4 µM]
COc1ccc(CN2C[C@H](O)COC[C@@H]3O[C@H](CC(=O)NCc4ccncn4)CC[C@H]32)cc1	-9.8%
Cc1cc(C(=O)OCC(=O)NCC(F)(F)F)c2ccccc2n1	-1.1%

Copied from the listing, 14 compounds:
SMILES	ALOX12 inh
COCC1CN(C(C)=O)CC12CCN(Cc1ccc(OC)c(C)c1)CC2 (configuration not stated)	35.6%
O=C(Cn1nc(-c2cccs2)c2ccccc2c1=O)NCCc1ccc(Cl)cc1	?
CC(C)(C)CN1CCOC[C@H]1c1ncc(-c2ccc(F)cc2F)[nH]1	39.5%[activator][176 µM]
C[C@@]12CO[C@@H](Cc3ccccc3)O[C@@H]1CC[C@]1(C)[C@@H]2CC[C@@H](O)[C@H]1CC(=O)N1CCCC1	14.6%
CCOC(=O)c1cc2cc(NC(=O)c3ccc4c(c3)NC(=O)CS4)ccc2s1	62.1%[activator]
CCc1ccc(NC(=O)N2CCN(Cc3ccc(Cl)s3)CC2)cc1	?
CC(NC(=O)CSc1nnnn1-c1ccc(O)cc1)c1ccc2c(c1)OCCO2 (configuration not stated)	-14.0%
O=C1NCCCCCCN(C(=O)COc2ccc(F)cc2)[C@H]2CCCC[C@@H]12	37.6%[activator]
CC1(COc2ccccc2)COc2ccc(C(=O)NC3CCC(O)CC3)cc2N1 (configuration not stated)	-7.2%[176 µM]
CC(NC(=O)CCc1ccsc1)C1CCCO1 (configuration not stated)	30.4%
O=C(NN=C1CCCCC1)c1ccncc1	1.4%
COc1ccc(NC(=O)N2CC[C@@]3(CCCNC3)C2)cc1	1.9%[57.4 µM]
COc1ccc(CN2C[C@H](O)COC[C@@H]3O[C@H](CC(=O)NCc4ccncn4)CC[C@H]32)cc1	-9.8%
Cc1cc(C(=O)OCC(=O)NCC(F)(F)F)c2ccccc2n1	-1.1%

Continuation:
SMILES	ALOX12 inh
Cc1cccc(N2CCN(C(C(=O)NCc3ccccc3)c3ccc(F)cc3)CC2)c1C (configuration not stated)	2.8%
COCc1cc(C[C@@H]2CC[C@H](O)[C@@H](CN(C(=O)Nc3cccc(OC)c3)C(=O)Nc3cccc(OC)c3)O2)no1	11.8%
COC(=O)[C@H]1[C@H](CO)[C@H]2Cn3c(ccc(Br)c3=O)[C@H]2N1C(=O)c1ccccn1	0.794µM*
CCCCn1nnnc1C(c1ccccc1)N1CCN(C)CC1 (configuration not stated)	-2.8%

From PubChem BioAssay
